GLS inh = inhibitors of human glutaminase (GLS). 410,000 tested, 0.21% active. O94925. GLS enzymatic activity, qHTS titration. AID 624170. Potency, µM (top dose mostly 45.5 µM), for inactives: at the top dose activity change, negative = inhibition, most hits filed as inhibitors; note: potency is the fitted concentration of half-maximal effect; % is set by controls: 0 for no effect and ±100 for the full control effect
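hKGA in 45 mM KH2PO4 (pH 8.2), 0.02% Tween-20 with compound, then 1mM L-Glutamine (stock as added) plus glutamate oxidase/HRP/Amplex red coupling mix. Fluorescence read initially and after 30 min at RT; signal change reflects glutamate formation.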
Pin1 inh = blocks the human prolyl isomerase Pin1. Q13526. Pin1 FP peptide displacement, HiFluor488, 10 min. Potency, µM (titrated, usually from 115 µM), inactives show top-dose activity, negative = inhibition, actives largely listed as inhibitors. 390,000 tested, 0.009% active; active = well fitted inhibition curve with a large enough effect in the polarisation, with a control signal flat, not every such curve was filed as active; inconclusive = small, poorly fitted or top-dose-only effect, or effect the other way, or a change in a side signal; inactive = no such curve, though single readings can be large or run the other way; the % refers to the polarisation; note: potency is the fitted concentration of half-maximal effect; % is set by controls: 0 for no effect and ±100 for the full control effect
Target sequence (Q13526 whole entry, looked up): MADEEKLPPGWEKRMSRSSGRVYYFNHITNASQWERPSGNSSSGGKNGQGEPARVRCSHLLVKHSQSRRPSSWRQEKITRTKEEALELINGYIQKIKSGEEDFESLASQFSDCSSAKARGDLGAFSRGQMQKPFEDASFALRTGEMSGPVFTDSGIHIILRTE
PGK inhibitor = blocks T. brucei phosphoglycerate kinase; P07378; PGK/GAPDH coupled, Kinase-Glo luminescence, 60 min; Potency, µM (top dose mostly 57.5 µM), inactives show at the top dose activity change, negative = inhibition, usual class: inhibitors; 380,000 tested, 0.043% active; note: potency is the fitted concentration of half-maximal effect; % is set by controls: 0 for no effect and ±100 for the full control effect; nearly all actives have a fitted effect of over 60% in size
Target sequence (P07378 whole entry, looked up): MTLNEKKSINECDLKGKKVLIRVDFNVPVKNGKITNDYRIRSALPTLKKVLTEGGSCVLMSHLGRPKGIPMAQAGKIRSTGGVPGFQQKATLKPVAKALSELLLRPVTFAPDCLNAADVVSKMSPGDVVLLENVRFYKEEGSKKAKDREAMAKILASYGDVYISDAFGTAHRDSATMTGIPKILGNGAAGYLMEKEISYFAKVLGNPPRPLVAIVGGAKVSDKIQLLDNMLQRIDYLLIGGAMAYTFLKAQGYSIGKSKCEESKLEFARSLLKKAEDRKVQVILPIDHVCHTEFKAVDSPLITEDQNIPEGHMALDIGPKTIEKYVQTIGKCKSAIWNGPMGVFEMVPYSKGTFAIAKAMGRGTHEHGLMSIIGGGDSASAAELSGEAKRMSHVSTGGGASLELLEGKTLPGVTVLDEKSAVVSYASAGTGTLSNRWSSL
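Recombinant glycosomal PGK reaction used 1,3-bisphosphoglycerate generated in-well by GAPDH (100nM final) in 100mM TEA pH 7.6, 5mM MgCl2, 0.01% Tween-20. After 60 minutes at room temperature, ATP was read by Kinase-Glo Plus luminescence end-point.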
PI4K2A inh = PI4K2A (human) kinase inhibition; Q9BTU6; purified PI4K2A, ADP-Glo luminescence, 1 h; hits give low values; activity change, negative = inhibition, % at 76.9 µM; 420,000 tested, 0.13% active; in the data active = activity change below about -50%; inconclusive = mostly about -30% to -49%;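 note: -100% = wells without enzyme as full effect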
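Compounds are screened against recombinant PI4K2A using PI as substrate and ATP, the latter dispensed at 300 microM. Reactions run one hour at ambient temperature before ADP-Glo detection; full inhibition defined by wells lacking enzyme.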
TrxR1 inh = inhibitors of rat thioredoxin reductase 1; O89049; recombinant rTrxR1, NADPH fluorescence consumption, selenite substrate; Potency, µM (top dose mostly 114 µM), for the others: at the top dose activity change, negative = inhibition, actives largely listed as inhibitors; 390,000 tested, 1% active; note: potency is the fitted concentration of half-maximal effect; % is set by controls: 0 for no effect and ±100 for the full control effect; nearly all actives have a fitted effect of over 65% in size
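Rat TrxR1 (90 nM in the dispensed reagent) was pre-reduced with 400 uM NADPH for 5 min at room temperature, then incubated with compound for 15 min. After 400 uM selenite was added, NADPH fluorescence (Ex 340/Em 450 nm) was followed for 8 min.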
IDH1 R132H inh = blocks human mutant IDH1 R132H enzyme; O75874; IDH1-R132H enzyme, NADPH consumption, diaphorase/resazurin fluorescence; 390,000 tested, 0.093% active; Potency, µM (top dose mostly 76.6 µM), without a hit: at the highest dose activity change, negative = inhibition, most hits filed as inhibitors; AID 602179; note: potency is the fitted concentration of half-maximal effect; % is set by controls: 0 for no effect and ±100 for the full control effect; nearly all actives have a fitted effect of over 65% in size
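IDH1-R132H (0.5 ug/mL) preincubated 30 min with compound, then NADPH (0.016 mM) and alpha-KG (2 mM) added; 80 min at RT, pH 7.5. Remaining NADPH coupled via diaphorase/resazurin to fluorescence (540/590 nm); concentration-response curves normalized to no-enzyme control.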
HP1b binding inh = HP1-beta chromodomain-methylated histone interaction inhibition. AlphaScreen HP1-beta / biotin-H3K9me3 peptide binding. Potency, µM (doses to about 114 µM), inactives show at the top dose activity change, negative = inhibition, actives largely listed as inhibitors. 390,000 tested, 0.56% active. AID 540317; note: potency is the fitted concentration of half-maximal effect; nearly all actives have a fitted effect of over 70% in size; inactives centre near 23
Target sequence (P83916 whole entry, looked up): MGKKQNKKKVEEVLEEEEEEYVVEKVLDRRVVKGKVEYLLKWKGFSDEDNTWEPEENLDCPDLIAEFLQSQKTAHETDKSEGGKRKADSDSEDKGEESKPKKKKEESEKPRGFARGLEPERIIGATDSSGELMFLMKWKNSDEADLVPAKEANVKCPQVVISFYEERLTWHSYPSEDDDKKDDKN
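Compound inhibition of the preformed complex between 50 nM HP1-beta and 50 nM biotinylated H3K9me3 peptide was read by AlphaScreen. Buffer was PBS pH 7.4 with 0.01% Tween-20. Incubations ran 30 min at room temperature, with 10 ug/mL donor/acceptor beads.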
TrxR1 substrate = rat thioredoxin reductase 1 substrate activity | O89049 | Potency, µM (titrated, usually from 114 µM), inactives show at the highest dose activity change, negative = substrate turnover | 390,000 tested, 0.01% active | purified TrxR1 substrate turnover, NADPH consumption readout; note: potency is the fitted concentration of half-maximal effect; % is set by controls: 0 for no effect and ±100 for the full control effect; nearly all actives have a fitted effect of over 50% in size
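Rat TrxR1, dispensed at 90 nM, was prereduced with 400 uM NADPH (final) for 5 min at ~22 deg C, then incubated with compound 15 min before 400 uM selenite. A first-read NADPH fluorescence drop versus no-compound background flagged substrates.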
USP1 inh = USP1/UAF1 (human) deubiquitinase inhibition. Potency, µM (doses to about 57.1 µM), without a hit: top-dose activity change, negative = inhibition, usual class: inhibitors. recombinant USP1/UAF1, Ub-Rhodamine cleavage fluorescence. O94782. 390,000 tested, 0.23% active; note: potency is the fitted concentration of half-maximal effect; % is set by controls: 0 for no effect and ±100 for the full control effect; nearly all actives have a fitted effect of over 60% in size; inactives centre near -12
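In this screen, compounds sit with the deubiquitinase complex (1nM) for 15 min at room temperature before Ub-Rho is added at 150nM final. Fluorescence rise is then followed for 6 reads every 60 seconds.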
* = called active by the depositor; & = joins results of further samples; [ ] = remark or other dose. Unless noted, calls come from the whole dose curve; as a rule, active = well fitted curve in the direction sought with a large enough effect; inconclusive = small, poorly fitted or top-dose-only effect, or another doubt; inactive = no such curve, though single readings can be large; an effect the other way counts as inactive or inconclusive. This is a subset; the hit share may differ from the screen's.

What do the screens show for `S=c1nccc(-c2ccc3c(c2)CCO3)[nH]1`?
GLS inh: 0%; Pin1 inh: 13%; PGK inhibitor: inactive; PI4K2A inh: -4; TrxR1 inh: 17%[57.1 µM]; IDH1 R132H inh: -4%; HP1b binding inh: 16%; TrxR1 substrate: 3%[57.1 µM]; USP1 inh: -4%

How did Cc1ccc(C(=O)NC(NCc2ccccc2)C(Cl)(Cl)Cl)cc1 (centres undefined) do in these assays?
GLS inh: -4%; Pin1 inh: 0%; PGK inhibitor: -6%; PI4K2A inh: 3; TrxR1 inh: -16%; IDH1 R132H inh: 8%; HP1b binding inh: 26%; TrxR1 substrate: -14%; USP1 inh: -11%

Results for CC1(C)CC(=O)c2cnc(N3CCN(c4ccccc4)CC3)nc2C1 ?
GLS inh: 20%; Pin1 inh: 5%; PGK inhibitor: 0%; PI4K2A inh: 5; TrxR1 inh: 26%[57.1 µM]; IDH1 R132H inh: 2%; HP1b binding inh: 4%; TrxR1 substrate: 15%[57.1 µM]; USP1 inh: 0%

Results for Oc1cc2c(cc1O)C(c1ccccc1)CNCC2 (centres undefined) ?
GLS inh: inconclusive; Pin1 inh: 0%; PGK inhibitor: inactive; PI4K2A inh: 2&1; TrxR1 inh: inconclusive; IDH1 R132H inh: 13%; HP1b binding inh: inconclusive; TrxR1 substrate: inconclusive; USP1 inh: -24%

Results for Cc1ccc2cc(/C=N/Nc3nc4ccccc4[nH]3)c(Cl)nc2c1 ?
GLS inh: -3%; Pin1 inh: 9%; PGK inhibitor: -5%; PI4K2A inh: -4; TrxR1 inh: 21%; IDH1 R132H inh: 6%; HP1b binding inh: 26%; TrxR1 substrate: -1%; USP1 inh: -20%

What do the screens show for `Cc1c(NC(=O)COC(=O)C23CC4CC(CC(Br)(C4)C2)C3)c(=O)n(-c2ccccc2)n1C`?
GLS inh: 0%; Pin1 inh: -7%; PGK inhibitor: -8%; PI4K2A inh: 1; TrxR1 inh: 18%[57.1 µM]; IDH1 R132H inh: 2%; HP1b binding inh: 15%; TrxR1 substrate: -10%; USP1 inh: -12%

How did COc1cc2c(cc1OC)C(c1cccc(Cl)c1Cl)CC(=O)N2 (centres undefined) do in these assays?
GLS inh: -10%; Pin1 inh: -15%; PGK inhibitor: inactive; PI4K2A inh: -5; TrxR1 inh: 25%; IDH1 R132H inh: 9%; HP1b binding inh: 34%; TrxR1 substrate: 1%; USP1 inh: -20%

How did O=C(Cn1c(=O)n(Cc2ccccc2)c(=O)c2sc3ccccc3c21)Nc1ccccc1 do in these assays?
GLS inh: 0%; Pin1 inh: 0%; PGK inhibitor: inactive; PI4K2A inh: -2; TrxR1 inh: 7%; IDH1 R132H inh: 30%[activator]; HP1b binding inh: 39%[activator]; TrxR1 substrate: 6%; USP1 inh: 8%

How did Cc1c(C(=O)OCC(=O)Nc2c(C)n(C)n(-c3ccccc3)c2=O)cccc1[N+](=O)[O-] do in these assays?
GLS inh: 5%; Pin1 inh: 0%; PGK inhibitor: -1%; PI4K2A inh: 4; TrxR1 inh: 0%; IDH1 R132H inh: 8%; HP1b binding inh: 15%; TrxR1 substrate: -2%; USP1 inh: -7%

Results for CCC1CCCCN1Cc1ccc(OC)c(OC)c1 (centres undefined) ?
GLS inh: -5%; Pin1 inh: 1%; PGK inhibitor: inactive; PI4K2A inh: 6; TrxR1 inh: 23%; IDH1 R132H inh: 0%; HP1b binding inh: 17%; TrxR1 substrate: 0%; USP1 inh: -3%

What do the screens show for `Cc1cccc(OCCCC(=O)O)c1C`?
GLS inh: 18%; Pin1 inh: 2%; PGK inhibitor: -4%; PI4K2A inh: 4; TrxR1 inh: 26%[57.1 µM]; IDH1 R132H inh: -4%; HP1b binding inh: 34%; TrxR1 substrate: 1%[57.1 µM]; USP1 inh: 5%

What do the screens show for `Cc1ccc(NC(=O)C(C)Sc2nnc(-c3cccnc3)o2)cc1` (centres undefined)?
GLS inh: 1%; Pin1 inh: -10%; PGK inhibitor: -1%; PI4K2A inh: 4; TrxR1 inh: 23%[57.1 µM]; IDH1 R132H inh: 1%; HP1b binding inh: 29%; TrxR1 substrate: 11%[57.1 µM]; USP1 inh: -5%

Results for CN1CC(=O)N(C)c2ncn(Cc3ccccc3)c2C1=O ?
GLS inh: 3%; Pin1 inh: 5%; PGK inhibitor: 2%; PI4K2A inh: -2; TrxR1 inh: 14%[57.1 µM]; IDH1 R132H inh: 3%; HP1b binding inh: 21%; TrxR1 substrate: 7%[57.1 µM]; USP1 inh: -6%

How did C#CCn1ccc(O)c(Cc2c(F)cccc2Cl)c1=O do in these assays?
GLS inh: -2%; Pin1 inh: 1%; PGK inhibitor: -2%; PI4K2A inh: 1; TrxR1 inh: 5%; IDH1 R132H inh: 1%; HP1b binding inh: 47%[activator]; TrxR1 substrate: 1%; USP1 inh: -11%

Results for O=S(=O)(NC1CCCCCC1)c1cccc(Cl)c1 ?
GLS inh: 2%; Pin1 inh: -2%; PGK inhibitor: 1%; PI4K2A inh: 0; TrxR1 inh: 8%[57.1 µM]; IDH1 R132H inh: 0%; HP1b binding inh: 20%[57 µM]; TrxR1 substrate: 7%[57.1 µM]; USP1 inh: -24%

What do the screens show for `CCOC(=O)C1CCCN(C2CCN(Cc3nc(-c4ccccc4)no3)CC2)C1` (centres undefined)?
GLS inh: -1%; Pin1 inh: -3%; PGK inhibitor: 2%; PI4K2A inh: 3; TrxR1 inh: 11%; IDH1 R132H inh: -1%; HP1b binding inh: 27%; TrxR1 substrate: 0%; USP1 inh: -11%

How did Cc1cc(NC(=O)CSc2nnc(COc3ccccc3)n2Cc2ccco2)no1 do in these assays?
GLS inh: 0%; Pin1 inh: 3%; PI4K2A inh: 0; TrxR1 inh: 20%; IDH1 R132H inh: 5%; HP1b binding inh: 0%; TrxR1 substrate: 11%; USP1 inh: -15%

Results for CCC1(C)COC(c2ccc3c(c2)OCO3)OC1 (centres undefined) ?
GLS inh: -4%; Pin1 inh: 4%; PGK inhibitor: -3%; PI4K2A inh: -4; TrxR1 inh: -17%; IDH1 R132H inh: 14%; HP1b binding inh: 56%[activator]; TrxR1 substrate: -16%; USP1 inh: -8%

Results for CC(C)Oc1ccccc1C1CC(=O)Nc2cc3c(cc21)OCO3 (centres undefined) ?
GLS inh: 2%; Pin1 inh: -14%; PGK inhibitor: -6%; PI4K2A inh: -1; TrxR1 inh: 3%; IDH1 R132H inh: 24%; HP1b binding inh: -39%; TrxR1 substrate: -2%; USP1 inh: -15%

What do the screens show for `O=C(Nc1cnccn1)c1ccncc1`?
GLS inh: 3%; Pin1 inh: -3%; PGK inhibitor: -8%; PI4K2A inh: -10; TrxR1 inh: -7%; IDH1 R132H inh: 11%; HP1b binding inh: 4%; TrxR1 substrate: -6%; USP1 inh: -5%

How did O=C(CCC(=O)Nc1ccccc1Cl)NNC(=O)NC1CCCCC1 do in these assays?
GLS inh: 15%; Pin1 inh: -4%; PGK inhibitor: -2%; PI4K2A inh: -7; TrxR1 inh: 0%; IDH1 R132H inh: -3%; HP1b binding inh: 42%[activator]; TrxR1 substrate: -4%; USP1 inh: 7%

Results for Cc1cn([C@H]2C[C@H](O)[C@@H](CCC(=O)NCc3ccccc3)O2)c(=O)[nH]c1=O ?
GLS inh: 15%; Pin1 inh: 0%; PGK inhibitor: 4%; PI4K2A inh: -3; TrxR1 inh: 1%; IDH1 R132H inh: -9%; HP1b binding inh: 30%; TrxR1 substrate: -3%; USP1 inh: 2%

How did O=C(Cn1cc2c(n1)CCCCC2)Nc1ccccc1Cl do in these assays?
GLS inh: -7%; Pin1 inh: 0%; PGK inhibitor: -4%; PI4K2A inh: 1; TrxR1 inh: 1%; IDH1 R132H inh: 11%; HP1b binding inh: 27%; TrxR1 substrate: -6%; USP1 inh: -14%

What do the screens show for `O=C(CNC(=O)C(c1ccccc1)c1ccccc1)OCC(=O)c1ccc2ccccc2c1`?
Pin1 inh: 19%; TrxR1 inh: 18%[0.0914 µM]; HP1b binding inh: 17%[57 µM]; TrxR1 substrate: -7%

How did CCN(CC)C(=O)Cn1cnc2sc(C(=O)N3CCN(Cc4ccc5c(c4)OCO5)CC3)c(C)c2c1=O do in these assays?
GLS inh: -3%; Pin1 inh: 1%; PGK inhibitor: -3%; PI4K2A inh: -1; TrxR1 inh: 26%[57.1 µM]; IDH1 R132H inh: -5%; HP1b binding inh: 20%; TrxR1 substrate: 12%[57.1 µM]; USP1 inh: -15%

Results for Cc1ccc(NCC(=O)Nc2cccc(F)c2)cc1S(=O)(=O)N1CCCCCC1 ?
GLS inh: 8%; Pin1 inh: -3%; PGK inhibitor: 4%; PI4K2A inh: 2; TrxR1 inh: 2%; IDH1 R132H inh: -6%; HP1b binding inh: 3%[57 µM]; TrxR1 substrate: -4%; USP1 inh: -10%

2 records picked at random from the list so far, as already listed:
How did C#CCn1ccc(O)c(Cc2c(F)cccc2Cl)c1=O do in these assays?
GLS inh: -2%; Pin1 inh: 1%; PGK inhibitor: -2%; PI4K2A inh: 1; TrxR1 inh: 5%; IDH1 R132H inh: 1%; HP1b binding inh: 47%[activator]; TrxR1 substrate: 1%; USP1 inh: -11%

What do the screens show for `CCOC(=O)C1CCCN(C2CCN(Cc3nc(-c4ccccc4)no3)CC2)C1` (centres undefined)?
GLS inh: -1%; Pin1 inh: -3%; PGK inhibitor: 2%; PI4K2A inh: 3; TrxR1 inh: 11%; IDH1 R132H inh: -1%; HP1b binding inh: 27%; TrxR1 substrate: 0%; USP1 inh: -11%

Screens (PubChem)
